Screening results deposited in PubChem BioAssay by National Center for Advancing Translational Sciences (NCATS).
AID inhibitor: blocks human AID cytidine deaminase activity; Q9GZX7; AID deamination FRET fluorescence, UDG-coupled, 4 h; Potency, µM (top dose mostly 115 µM), for the others: at the highest dose activity change, negative = inhibition, hits mostly inhibitors; 0.32% of 91,000 active; also: nearly all actives have a fitted effect of over 25% in size
Target sequence (Q9GZX7 whole entry, looked up): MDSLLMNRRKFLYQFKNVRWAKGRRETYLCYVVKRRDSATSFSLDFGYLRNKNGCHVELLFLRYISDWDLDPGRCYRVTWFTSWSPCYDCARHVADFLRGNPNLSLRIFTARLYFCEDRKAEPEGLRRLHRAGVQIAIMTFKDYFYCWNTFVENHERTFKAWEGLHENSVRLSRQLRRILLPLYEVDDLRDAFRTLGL
UDG counterscr: counter-screen for AID inhibitors: uracil-DNA glycosylase inhibition; FRET deamination/UDG coupled assay, UDG read, 4 h; Potency, µM (doses to about 115 µM), inactives show at the top dose activity change, negative = inhibition, actives largely listed as inhibitors; 0.14% of 91,000 active; also: nearly all actives have a fitted effect of over 65% in size
Starred values were filed as active, the others as inactive; ? = inconclusive; & = joins results of further samples; [ ] = dose if it differs, or a comment. Calls follow the shape of the dose curve; as a rule, active = well fitted curve in the direction sought with a large enough effect; inconclusive = small, poorly fitted or top-dose-only effect, or another doubt; inactive = no such curve, though single readings can be large; an effect the other way counts as inactive or inconclusive. % is scaled to controls: 0 for no effect and ±100 for the full control effect; potency is read from the fitted curve at half-maximal effect. A portion of the library, so the mix of outcomes need not match the whole.

SMILES	AID inhibitor	UDG counterscr
Cc1ncn[nH]1	-1%	-1%
COc1cc(/C=C(\C#N)c2nc3ccccc3[nH]2)ccc1OCc1cccc(C(F)(F)F)c1	?	25%
CCOC(=O)c1sc2nc(C(C)N3CCC(C)CC3)[nH]c(=O)c2c1C (stereo not drawn)	1%	-6%
CCCN1CCN(CCCNC(=O)c2cc3c(=O)[nH]c4ccccc4c3s2)CC1	4%	1%
Nc1nc(COC(=O)c2ccc(OC(F)F)cc2)nc2ccccc12	-4%	7%
CC(NC(=O)c1cccc2cccnc12)C1CC1 (stereo not drawn)	0%	-1%
CNC(=O)C1CCN(Cc2csc(-c3ccc(C(F)(F)F)cc3)n2)CC1	-9%	-3%
COc1ccc(N2C(=O)CSC23C(=O)N(CC(=O)NCc2ccccc2)c2ccccc23)cc1 (stereo not drawn)	?	-1%
CCOc1ccc(-c2nc(Cn3nnc(C(=O)NCc4ccc(Cl)cc4)c3N)c(C)o2)cc1OC	-7%	1%
Cc1ccc(S(=O)(=O)Nc2ccc(-c3cn4ccccc4n3)cc2)c(C)c1	-10%	6%
Cc1ccc(SC(=O)c2ccc(Cl)cc2Cl)cc1	0%	1%
O=C(COC(=O)CCc1nc2ccccc2s1)Nc1ccccc1C(=O)c1ccccc1	?	10%
CC(C)(C)C1CCc2c(sc(NC(=O)C3c4ccccc4Oc4ccccc43)c2C(N)=O)C1 (stereo not drawn)	-27%	-20%
COc1ccc(C(=O)N2CCC(C(=O)O)CC2)cc1	5%	8%
CCOc1ccc(CNC(=O)c2cc3cc(S(=O)(=O)N4CCCCC4)ccc3n2C)cc1	-9%	-8%
CCOC(=O)c1c(NC(=O)C(CC)Oc2ccccc2)sc2c1CCCC2 (stereo not drawn)	-12%	-8%
CCc1nonc1NC(=O)c1oc2cc(C)c(C)cc2c1C	9%	3%
COc1ccc(S(=O)(=O)NCc2cccn2Cc2cccc(C)c2)cc1Cl	36%[activator]	?
C#CCN1C(=O)C(O)(CC(=O)c2ccc(OC)c(OC)c2)c2cc(Br)ccc21 (stereo not drawn)	4%	-5%
CCN(CC)C(=O)Cn1c(=O)n(Cc2ccc(C(=O)NCCCOC)cc2)c(=O)c2ccccc21	9%	-8%
Cc1cc(=O)oc2cc(OCC(=O)NC3CCCCC3)c(Cl)cc12	1%	-1%
CC1CCN(c2ncnc3c2nnn3C)CC1	2%	10%
O=C(COc1ccccc1Cl)Nc1cc(-c2ccccc2F)nn1-c1ccccc1	8%	16%
CCOc1ccc(CCNC(=O)Cn2ncn3c(cc4ccccc43)c2=O)cc1OCC	1%	-3%
CC(C)CCOc1ccc(CO[C@@H]2[C@H]3OC(C)(C)O[C@H]3O[C@@H]2[C@@H](O)CO)cc1	-6%&-2%	-5%&-3%
COc1ccc(CNC(=O)C2CCN(C(=O)N3CC(C)Oc4ccc(C)cc43)CC2)cc1 (stereo not drawn)	-5%	5%
CC1=C(C(=O)Nc2ccccc2)C(c2ccccc2)n2nc(-c3ccco3)nc2N1 (stereo not drawn)	18%	-3%
CCOC(=O)c1ccc2ncc3c(-c4ccccc4)nn(-c4ccc(F)c(Cl)c4)c3c2c1	0%	-7%
CC(C)=CC1C(C(=O)Nc2c(C)cccc2C(C)C)C1(C)C (stereo not drawn)	-12%	-11%
CCN1CCOC(=O)C1CC(=O)Nc1ccccc1C(F)(F)F (stereo not drawn)	-1%	-3%
CCc1cc2c(cc1C1(C)OCCC(C)O1)C(C)(C)CCC2(C)C (stereo not drawn)	3%	-5%
CC1=C(C(=O)Nc2cc(C)cc(C)c2)C2(CCCCC2)OC1=O	4%	0%
Cc1oc(-c2ccc(C(=O)NCCCN3CCOCC3)cc2)nc1CS(=O)(=O)c1ccccc1	-2%	-4%
CCCCN(C)C(=O)Cn1cnc2sc(C)c(S(=O)(=O)N3CCN(c4ccccc4OC)CC3)c2c1=O	4%	-4%
CCN(C(=O)CSc1nc2ncccc2[nH]1)c1ccc(C(C)C)cc1	?	11%
CCCCN(Cc1cc2cc(C)ccc2[nH]c1=O)C(=O)c1ccc(OC)c(OC)c1	-7%	-2%
O=C(O)CCNS(=O)(=O)c1ccc(Cl)cc1	-1%	1%
CN(Cc1ccccc1)C(=O)c1nccnc1N	-1%	6%
CCC(C)NC(=O)c1c(-c2ccccc2)c(-c2ccccc2)nn(C)c1=O (stereo not drawn)	7%	-1%[57.5 µM]
Cc1nn(-c2ccccc2)c(C)c1CCC(=O)N1CCN(S(=O)(=O)c2ccc(Cl)cc2)CC1	-13%	-12%
CC(=O)c1c(C)[nH]c(C(=O)C(C)Sc2ccc3c(c2)OCCCO3)c1C (stereo not drawn)	-4%	6%
CCn1c(N2CCN(Cc3ccc(Cl)c(Cl)c3)CC2)nc2c1c(=O)[nH]c(=O)n2C	-20%	-11%
Cc1oc(C)c(C(=O)OCc2ccc(C#N)cc2)c1C	0%	9%
Cc1cccc(NC(=O)CN2C(=O)C(c3ccc(F)cc3)=NC23CCCCCC3)c1C	13%	-14%
CSc1ccc(C(C)NC(=O)C=C(C)C)cc1 (stereo not drawn)	3%	5%
CCCN1CCN(CCCNC(=O)c2cnn(-c3ccc(C)cc3)c2-n2cccc2)CC1	8%	8%[57.5 µM]
Cc1ccc(NC(=O)C2CCN(c3nc4ccccc4[nH]3)CC2)cc1Cl	-3%	26%
Cc1ccc(OCC(=O)Nc2cc(C(F)(F)F)ccc2N2CCOCC2)cc1C	4%	0%
FC(F)(F)c1ccccc1C(c1ccccc1)N1CCCNCC1 (stereo not drawn)	-10%	-11%
CCCN(CCC)CC(O)Cn1cc(/C=C/C(=O)c2ccc(OCC)cc2)c2ccccc21 (stereo not drawn)	35µM*	-24%
The results go on.
SMILES	AID inhibitor	UDG counterscr
Clc1ccc(CCNC(c2cccc(Cl)c2)c2nnc(-c3ccccc3)o2)cc1 (stereo not drawn)	?	?
COCc1cccc(C(=O)NCc2ccc(C(=O)O)cc2)c1	3%	-4%
CCOc1ccc(NC(=O)NCCN2CCN(c3cc(Cl)ccc3C)CC2)cc1	6%	9%
Cc1cc(NC(=O)C2CCCN(S(=O)(=O)c3cn(C)cn3)C2)ccc1Br (stereo not drawn)	1%	-4%
CCN(C(=O)COc1cc(=O)n(C)c2ccccc12)c1cccc(C(F)(F)F)c1	-11%	3%
COCCNc1ccc(-c2nc(-c3ccccn3)no2)cc1[N+](=O)[O-]	1%	7%
CCCN(CC(=O)Nc1ccccc1C)S(=O)(=O)c1cccc2cc(C)cnc12	-11%	-7%
CCN(CC)CCCNC(=O)c1ccc2c(c1)N(Cc1c(F)cccc1Cl)C(=O)c1ccccc1S2	?	-25%
CCCc1cc(C(=O)NC(C)c2ccccn2)sc1C (stereo not drawn)	-1%	1%
CCC1c2ccsc2CCN1C(=O)/C=C/c1ccccc1C (stereo not drawn)	-21%	-12%

Given as labelled records: 4 of the compounds above
CCN(CC)CCCNC(=O)c1ccc2c(c1)N(Cc1c(F)cccc1Cl)C(=O)c1ccccc1S2
  AID inhibitor: ?; UDG counterscr: -25%
CCCN(CC(=O)Nc1ccccc1C)S(=O)(=O)c1cccc2cc(C)cnc12
  AID inhibitor: -11%; UDG counterscr: -7%
CCN(C(=O)COc1cc(=O)n(C)c2ccccc12)c1cccc(C(F)(F)F)c1
  AID inhibitor: -11%; UDG counterscr: 3%
CCCc1cc(C(=O)NC(C)c2ccccn2)sc1C (stereo not drawn)
  AID inhibitor: -1%; UDG counterscr: 1%

Sorted by the number under AID inhibitor (descending): three of the compounds above.
Structure	AID inhibitor
CC1=C(C(=O)Nc2ccccc2)C(c2ccccc2)n2nc(-c3ccco3)nc2N1 (stereo not drawn)	18%
C#CCN1C(=O)C(O)(CC(=O)c2ccc(OC)c(OC)c2)c2cc(Br)ccc21 (stereo not drawn)	4%
CSc1ccc(C(C)NC(=O)C=C(C)C)cc1 (stereo not drawn)	3%

(cont.)
SMILES	AID inhibitor	UDG counterscr
COc1cccc(C(=O)CSc2nnc(-c3cc4ccccc4o3)n2C)c1	-4%	4%
O=C(NCCc1ccc(Cl)cc1)c1cc(-c2ccccc2)n[nH]1	6%	-18%
Cc1cc(C)c(Cn2c3ccccc3c3cnn(CC(=O)N4CCCCCC4)c(=O)c32)c(C)c1	-4%	2%
O=C(CSc1nc2c([nH]c3ccccc32)c(=O)n1-c1ccccc1)c1ccc(Cl)cc1	-18%	-4%[57.5 µM]
CSCc1ccc(C(=O)O)cc1	-4%	-2%
COc1cc(C2CC(=O)Nc3cc4c(cc32)OCCO4)cc(Br)c1OC (stereo not drawn)	-10%	3%
CN1CCCN(C(=O)c2cc3cc(Cl)ccc3oc2=O)CC1	0%	-3%
Cc1ccc(O)c(C(=O)/C=C/c2ccccc2Cl)c1	-13%	4%
O=c1oc2cc(OC/C(=N\O)c3ccccc3)ccc2c2c1CCC2	-11%	10%
CCNC(=O)CN1CCN(Cc2ccc(F)c3cccnc23)CC1	9%	0%
Cc1ccc(-c2csc(/C=C/c3ccc(C#N)cc3)n2)cc1	40%	-6%
CC(C)c1cccc(NC(=O)CC2(C(=O)O)CCCCC2)c1	-2%	-10%
CCOC(=O)N1CCN(C(=O)CN(c2cccc(Cl)c2C)S(=O)(=O)c2ccc(C)cc2)CC1	?	-14%
CCOC(=O)C1CCN([C@H]2CS(=O)(=O)C[C@@H]2S(=O)(=O)c2ccccc2)CC1	0%	5%
O=C(/C=C/c1c(-c2ccccc2)[nH]c2ccccc12)C(F)(F)F	4%	0%
O=C(N/N=C/C=C/c1ccccc1[N+](=O)[O-])c1ccccc1NS(=O)(=O)c1cccs1	-7%	-4%
CN(C)CCNCC1CCCCC1	0%	1%
COc1ccc(-c2onc(C)c2-c2ccc(OC)c(OC)c2)c(O)c1	-3%	5%
CC(C)C(C)NC(=O)c1ccc(Cl)cc1 (stereo not drawn)	-5%	-8%
CCOC(=O)c1c(NC(=O)c2nc(SC(C)C)ncc2Cl)sc2c1CCCC2	2%	?
COCCN(Cc1cc2ccccc2[nH]c1=O)C(=O)c1cc(OC)cc(OC)c1	-11%	-11%
CN(C)/C=C/C(=O)c1ccccn1	4%	-2%
CCN(CC)C(=O)Cn1c(SCC(=O)Nc2ccc(F)cc2)nc2ccccc21	-12%	-11%
COc1ccccc1C1CC(=O)N(c2cccc(C(F)(F)F)c2)C2=C1C(=O)OC2 (stereo not drawn)	-10%	-11%
CCS(=O)(=O)N1CCc2cc(C(=O)Nc3ccc(C(=O)OC)cc3)ccc21	47%[activator]	?
COc1cc(OC)cc(C(=O)Nc2cccc(CCc3nc4ccc(C)cc4[nH]3)c2)c1	-10%	-3%
Cc1cc(C)cc(NC(=O)CCS(=O)(=O)c2cc3c4c(c2)CCN4C(=O)CC3)c1	18%	2%
N#Cc1nc(COc2ccc(F)cc2)oc1N1CCCCC1	-11%	-10%
COc1ccc(NC(=O)c2nc3ccccc3nc2N2CCOCC2)cc1Cl	-4%	1%
COc1ccccc1CNC(=O)c1cc(-c2ccccc2)n[nH]1	0%	-7%
CCNCC1Cc2ccccc2O1 (stereo not drawn)	0%	-3%
Cc1ccc2c(c1)c(=O)c(C(=O)c1ccccc1)cn2Cc1ccccc1F	?	-12%
CCOc1ccccc1NC(=O)Cn1c(=O)n(Cc2ccccc2)c(=O)c2cccnc21	17%	?
Cc1cnc2c(S(=O)(=O)NC3CCCCC3)cccc2c1	1%	-3%
Cc1ccsc1/C=C(/C#N)C(=O)NC1CCCCC1C (stereo not drawn)	0%	5%
COc1ccc(CNC(=O)c2c3c(nc4ccccc24)C(=O)N(C2CCCCC2)C3)cc1	?	44%[activator]
C=CCNC(=O)/C=C/c1cccc(OC)c1	-4%	-9%
O=C(Nc1nc2nc(-c3ccccc3)cc(=O)n2[nH]1)c1ccc(Cl)cc1	?	5%
CC(=O)Nc1ccc(NC(=O)Cn2ccc3cc(Cl)ccc32)cc1	-3%	-1%
CCOC(=O)c1cc(-c2ccccc2)n(CC(=O)Nc2cc(Cl)c(OC)cc2OC)c1C	2%	0%[57.5 µM]

Entries of single compounds from above:
CC(=O)Nc1ccc(NC(=O)Cn2ccc3cc(Cl)ccc32)cc1 as listed: AID inhibitor = -3%; UDG counterscr = -1%
C=CCNC(=O)/C=C/c1cccc(OC)c1 as listed: AID inhibitor = -4%; UDG counterscr = -9%
Cc1ccsc1/C=C(/C#N)C(=O)NC1CCCCC1C (stereo not drawn) as listed: AID inhibitor = 0%; UDG counterscr = 5%

Next part.
SMILES	AID inhibitor	UDG counterscr
O=c1c(S(=O)(=O)c2cccc(Cl)c2)cn(Cc2ccccc2)c2cc(N3CCOCC3)c(F)cc12	2%	-2%
COc1ccc(/C=C(/C#N)C(=O)C(C)C)cc1O	6%	4%
OCc1cccc(N=Cc2ccc(Cl)cc2Cl)c1	6%	6%
CC(=O)OC1=C(C(C)=O)N(Cc2ccccc2)S(=O)(=O)c2ccccc21	2%	9%
CC(NS(=O)(=O)c1cc(F)ccc1F)C(=O)N1CCCC1 (stereo not drawn)	-2%	-7%
O=C1/C(=C\c2cccs2)N2CCC1CC2	1%	11%
CCc1ccc(CN(Cc2ccco2)c2cnc(S(C)(=O)=O)nc2C(=O)Nc2ccc(C)c(Cl)c2)cc1	?	-13%
O=C(Nc1ccccc1Br)c1nc2ccccc2nc1N1CCOCC1	-14%	-13%
Cc1cc(OCC(=O)N(Cc2ccc(N(C)C)cc2)CC2CCCO2)ccc1Cl (stereo not drawn)	?	-7%
CCOc1cc(C(Nc2cc(C)ccn2)c2ccc3cccnc3c2O)ccc1OC (stereo not drawn)	-17%	-12%
CC(NC(=O)CCCNC(=O)C1CC1)c1ccc(C#N)cc1 (stereo not drawn)	5%	7%
C#CCN1CCC(C(=O)NC(C)c2cccc(C(F)(F)F)c2)CC1 (stereo not drawn)	-5%	6%
